DNA FID counter: counter-screen for HCV NS3 helicase inhibitors: DNA intercalator displacement. DNA fluorescent intercalator displacement, fluorescence. 290,000 compounds, 0.17% hits. inhibition, % at 7.9 µM. AID 1845; in the data active = inhibition above about 37%;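 note: 0% = vehicle and 100% = reference compound; higher means more ethidium bromide displaced from hairpin DNA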
PHOSPHO1 inh: blocks human PHOSPHO1 phosphatase activity; Q8TCT1; recombinant PHOSPHO1, absorbance phosphatase assay; inhibition, % at 13.3 µM; 290,000 compounds, 1.1% hits; in the data active = inhibition above about 60%
SUMO HTRF inh: blocks human SUMOylation mediated by UBC9; inhibition, % at 35 µM; HTRF SUMOylation assay, SAE1/SAE2 + UBC9, in vitro; 290,000 compounds, 0.36% hits; in the data active = inhibition above about 50%, passing the limit was not always enough; note: strong numbers were not always called active
MEKK3 PB1 HTS: raises or lowers MEK5 binding to the human MEKK3 PB1 domain | bead-based flow cytometry, Alexa488-MEK5 binding to MEKK3; actives lie on both sides; 0 = blocked by unlabeled MEK5, 100 = vehicle | binding response (% of control), % at 10 µM | 290,000 compounds, 1.4% hits | AID 1529;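 active = binding response more than 3 SD above or below the average of its plate-row segment, actives on both sides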;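 note: Alexa488 bead fluorescence after subtracting the streptavidin-only scavenger bead signal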
IDE act: boosts human insulin-degrading enzyme activity in HEK cells. 340,000 compounds, 0.073% hits. P14735. FAbeta-B cleavage, fluorescence polarization; 0% vehicle, 100% cell-free pure enzyme wells. activation, % at 5.96 µM;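 active = activation above the mean of all tested compounds plus 3 SD, set per screening campaign, cut at about 17% in these data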
NS3 helicase inh: inhibitors of Hepatitis C virus NS3 helicase | NS3 helicase DNA unwinding, Cy5 molecular beacon fluorescence | inhibition, % at 10.9 µM | 290,000 compounds, 0.56% hits | AID 1800;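 active = inhibition above the mean of all tested compounds plus 3 SD, set per campaign, cut at about 35% in these data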;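 note: 0% = DMSO wells and 100% = thioflavine S control wells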
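Assay system: hepatitis C virus NS3 helicase domain fragment enzyme. Also added: annealed dual-labelled DNA beacon duplex, ATP-started. Timing: 1 h reaction at 25 °C, ATP-initiated. Technique: Cy5 fluorescence at 0 and 60 min, beacon hairpin quenching. Evaluation: % inhibition of unwinding. Replication: one well per compound.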
IMP-1 inhibitor: inhibitors of Pseudomonas aeruginosa IMP-1 metallo-beta-lactamase | purified IMP-1, nitrocefin hydrolysis, epi-absorbance fluorescence | inhibition, % at 5.6 µM | 290,000 compounds, 0.45% hits | AID 1556;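 active = inhibition above the mean plus 3 SD of all compounds in the same screening run, cut at about 4.5% in these data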;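 note: 0% = IMP-1 with DMSO and 100% = DMSO wells lacking enzyme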
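Assay system: purified recombinant IMP-1 beta-lactamase. Input: IMP-1 0.2 nM before substrate addition. Buffer or medium: Zinc- and detergent-supplemented HEPES buffer, pH 7.1. Schedule: 25 °C, 15 min preincubation, 25 min reaction. Signal: Epi-absorbance fluorescence, 480 nm excitation, 530 nm emission. Evaluation: percent inhibition from optical density relative to buffer-blank wells.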
p-CIP stab down: compounds decreasing mouse p/CIP protein stability | Q05BA5 | F442A p/CIP-EGFP cells, EGFP fluorescence, 16 h | decrease of EGFP signal, % at 10 µM | 290,000 compounds, 0.01% hits | AID 1984;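 active = EGFP signal decrease of at least 30% at 10 µM or well 3 SD below plate mean, unless failing retest; inactive = the rest, including hits failing retest or dose response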; note: some compounds called inactive have numbers as strong as hits; many of its hits are not listed in these tables
Target sequence (Q05BA5 1-1403): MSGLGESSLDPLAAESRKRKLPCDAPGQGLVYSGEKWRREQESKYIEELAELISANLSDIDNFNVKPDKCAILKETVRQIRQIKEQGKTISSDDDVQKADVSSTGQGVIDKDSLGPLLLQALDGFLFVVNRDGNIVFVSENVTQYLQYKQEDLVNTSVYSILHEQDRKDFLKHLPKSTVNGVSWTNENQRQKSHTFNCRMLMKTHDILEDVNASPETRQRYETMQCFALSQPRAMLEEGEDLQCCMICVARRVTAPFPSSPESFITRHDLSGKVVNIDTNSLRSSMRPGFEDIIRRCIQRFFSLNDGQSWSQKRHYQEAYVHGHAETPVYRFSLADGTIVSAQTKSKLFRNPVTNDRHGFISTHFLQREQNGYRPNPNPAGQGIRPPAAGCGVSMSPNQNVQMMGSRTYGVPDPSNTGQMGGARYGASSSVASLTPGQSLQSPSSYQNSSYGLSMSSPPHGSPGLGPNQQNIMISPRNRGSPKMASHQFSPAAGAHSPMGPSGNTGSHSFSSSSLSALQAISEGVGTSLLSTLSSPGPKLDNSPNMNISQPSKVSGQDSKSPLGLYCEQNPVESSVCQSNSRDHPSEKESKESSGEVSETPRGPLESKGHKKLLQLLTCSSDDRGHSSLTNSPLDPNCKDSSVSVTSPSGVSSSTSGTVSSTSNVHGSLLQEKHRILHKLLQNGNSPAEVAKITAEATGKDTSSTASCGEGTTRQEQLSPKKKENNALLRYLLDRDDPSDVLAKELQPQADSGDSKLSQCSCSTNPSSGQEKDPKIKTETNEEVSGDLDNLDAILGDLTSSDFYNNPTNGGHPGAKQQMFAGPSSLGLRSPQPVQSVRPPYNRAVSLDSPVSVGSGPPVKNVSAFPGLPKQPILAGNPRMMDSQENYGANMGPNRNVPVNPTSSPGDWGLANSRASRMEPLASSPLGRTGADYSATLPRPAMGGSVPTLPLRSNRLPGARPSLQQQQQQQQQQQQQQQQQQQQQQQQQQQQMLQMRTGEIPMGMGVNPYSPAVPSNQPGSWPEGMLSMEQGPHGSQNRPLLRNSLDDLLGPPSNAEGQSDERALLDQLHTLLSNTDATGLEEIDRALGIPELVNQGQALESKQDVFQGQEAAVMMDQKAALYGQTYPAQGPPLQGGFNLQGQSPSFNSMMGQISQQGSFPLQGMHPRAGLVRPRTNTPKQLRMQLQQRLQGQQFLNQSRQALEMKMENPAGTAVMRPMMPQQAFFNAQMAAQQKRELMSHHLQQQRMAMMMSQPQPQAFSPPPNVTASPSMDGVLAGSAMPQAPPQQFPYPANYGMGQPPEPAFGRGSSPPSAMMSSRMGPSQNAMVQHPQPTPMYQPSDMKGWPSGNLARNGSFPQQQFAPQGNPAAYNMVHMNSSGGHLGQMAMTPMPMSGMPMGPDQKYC
VIM-2 inhibitor: inhibitors of Pseudomonas aeruginosa VIM-2 metallo-beta-lactamase. purified VIM-2, nitrocefin hydrolysis, epi-absorbance fluorescence. inhibition, % at 5.6 µM. 290,000 compounds, 0.89% hits;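 active = inhibition above the mean of all tested compounds plus 3 SD, cutoff set per screening run, cut at about 7.5% in these data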;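 note: red hydrolysis product quenches plate fluorescence so inhibitors raise well fluorescence; 0% = enzyme with DMSO and 100% = DMSO without enzyme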
Numbers without * were called inactive; nt = no result given. The list is partial. The share of hits here may be higher or lower than overall.

(1) O=C(NNC(=S)Nc1cccc(C(F)(F)F)c1)c1ccc(Cl)cc1Cl
(2) CCOCCCNC(=O)Cn1cc2c(n1)CCCCC2
(3) COc1cc(/C=N\NC(=O)c2ccccc2F)ccc1Oc1ccc([N+](=O)[O-])cn1
(4) CCn1c(CCNS(=O)(=O)c2ccccc2Br)nnc1SC
(5) CCOc1cc(C(=O)NC(C)c2ccncc2)cc(OCC)c1OCC (stereo unspecified)

entry no.	1	2	3	4	5
IDE act	3	2	-3	5	3
p-CIP stab down	-9	-1	9	-5	-2
NS3 helicase inh	28	-7	4	4	-4
SUMO HTRF inh	-153	8	24	-7	5
PHOSPHO1 inh	-5	22	28	26	33
MEKK3 PB1 HTS	162*	99	97	103	102
IMP-1 inhibitor	-3.1	0.7	-1.4	-5.7	-3.5
DNA FID counter	-6	-5	-19	-11	-22
VIM-2 inhibitor	-3.7	-3.5	-1.0	-2.0	-1.8

(6) CCOc1c2ccc(C(=O)NC3CCCc4ccccc43)cc2nn1CC (stereo unspecified)
(7) O=[N+]([O-])c1ccc(N2CCc3ccccc3C2)cc1
(8) COC(=O)c1sccc1NC(=O)c1ccc(OC)cc1
(9) CC1(C)Cc2ccccc2C(N)=C1C#N
(10) Cc1ccc(SCC(=O)NCCSCc2ccccc2)cc1

entry no.	6	7	8	9	10
IDE act	-3	-4	1	7	-1
p-CIP stab down	-13	-11	-7	-1	-4
NS3 helicase inh	-5	28	-5	2	-6
SUMO HTRF inh	34	13	-9	17	-9
PHOSPHO1 inh	-26	5	11	-27	-4
MEKK3 PB1 HTS	100	105	111	113	112
IMP-1 inhibitor	-1.9	-6.4	-0.1	-5.6	-2.9
DNA FID counter	-22	-5	-7	-4	-20
VIM-2 inhibitor	0.9	-2.0	-1.2	2.2	-1.9

(11) CN(C(=O)CN1C(=O)/C(=C/c2ccc(F)cc2)SC1=S)C1CCS(=O)(=O)C1 (stereo unspecified)
(12) COc1ccc(COc2ccccc2C(N)=O)cc1F
(13) Cc1cc(C)c2c(-n3cccc3)nn(CC#N)c2n1
(14) CCCCCOc1ccc(Br)cc1/C(C)=N/NC1=NCCN1
(15) O=C(Nc1ccc(N2CCOCC2)cc1)c1ccc(COc2ccccc2)cc1

entry no.	11	12	13	14	15
IDE act	5	-2	1	9	4
p-CIP stab down	-5	6	-7	-4	2
NS3 helicase inh	11	-11	-5	-39	2
SUMO HTRF inh	8	1	-6	-8	8
PHOSPHO1 inh	22	24	-10	-21	22
MEKK3 PB1 HTS	103	98	97	98	98
IMP-1 inhibitor	0.4	-4.3	-1.6	-4.3	-2.2
DNA FID counter	-15	-2	-5	16	-22
VIM-2 inhibitor	0.2	-1.3	0.4	-0.9	-0.8

Quoted at random: three entries already listed
(12) COc1ccc(COc2ccccc2C(N)=O)cc1F
(13) Cc1cc(C)c2c(-n3cccc3)nn(CC#N)c2n1
(15) O=C(Nc1ccc(N2CCOCC2)cc1)c1ccc(COc2ccccc2)cc1

entry no.	12	13	15
IDE act	-2	1	4
p-CIP stab down	6	-7	2
NS3 helicase inh	-11	-5	2
SUMO HTRF inh	1	-6	8
PHOSPHO1 inh	24	-10	22
MEKK3 PB1 HTS	98	97	98
IMP-1 inhibitor	-4.3	-1.6	-2.2
DNA FID counter	-2	-5	-22
VIM-2 inhibitor	-1.3	0.4	-0.8

Further structures.
(16) CCC(C)(C)C1CCc2[nH]nc(C(=O)NN)c2C1 (stereo unspecified)
(17) O=C(c1ccc([N+](=O)[O-])cc1)N1CCN(C(=O)c2ccco2)CC1
(18) COc1cccc(N(CC(=O)NC2CCCC2)C(=O)Cn2nnc(-c3ccc(C)o3)n2)c1
(19) CCc1ccc(NC(=O)CC2C(=O)N(c3ccc(OC)cc3)C(=O)N2CCOC)cc1 (stereo unspecified)
(20) CCN1CCN(CCNC(=O)c2ccc3c(c2)NC(=O)/C(=C\c2ccc(OC)c(OC)c2)S3)CC1

entry no.	16	17	18	19	20
IDE act	1	2	2	0	1
p-CIP stab down	-18	-12	-14	-8	20
NS3 helicase inh	12	4	-3	0	-100
SUMO HTRF inh	-4	-6	8	13	-3
PHOSPHO1 inh	-4	38	35	34	23
MEKK3 PB1 HTS	98	90	104	103	104
IMP-1 inhibitor	-6.0	0.2	-1.9	0.6	-0.9
DNA FID counter	-13	-2	-34	-24	17
VIM-2 inhibitor	-3.6	-0.7	-0.5	-0.2	23*

The list goes on, overlapping the part above by 3 compounds.
(18) COc1cccc(N(CC(=O)NC2CCCC2)C(=O)Cn2nnc(-c3ccc(C)o3)n2)c1
(19) CCc1ccc(NC(=O)CC2C(=O)N(c3ccc(OC)cc3)C(=O)N2CCOC)cc1 (stereo unspecified)
(20) CCN1CCN(CCNC(=O)c2ccc3c(c2)NC(=O)/C(=C\c2ccc(OC)c(OC)c2)S3)CC1
(21) COc1ccc(C2=CC3=C(Br)C(=O)C(C)(OC(=O)c4ccco4)C(=O)C3=CO2)cc1 (stereo unspecified)
(22) O=c1c2ccccc2oc2ccc(Oc3ccccc3)cc12
(23) COc1ccc(OCCCN2CCCC(C)C2)cc1 (stereo unspecified)
(24) COc1cc(CN2CCN(c3cccc(C)c3C)CC2)cc(OC)c1O
(25) COc1cccc(CN2CCN(C(=O)CC(C)C)CC2)c1

entry no.	18	19	20	21	22	23	24	25
IDE act	2	0	1	-3	0	-2	7	-2
p-CIP stab down	-14	-8	20	-8	3	-4	-5	1
NS3 helicase inh	-3	0	-100	nt	11	-1	-4	-5
SUMO HTRF inh	8	13	-3	6	-13	10	35	28
PHOSPHO1 inh	35	34	23	9	4	10	7	20
MEKK3 PB1 HTS	104	103	104	93	104	111	77	nt
IMP-1 inhibitor	-1.9	0.6	-0.9	nt	-3.0	-0.9	-0.8	-0.7
DNA FID counter	-34	-24	17	nt	-14	5	13	-12
VIM-2 inhibitor	-0.5	-0.2	23*	nt	-0.2	-3.3	-0.4	0.9

(26) CN(C1(C)CCS(=O)(=O)C1)S(=O)(=O)c1ccc(F)cc1 (stereo unspecified)
(27) O=C(O)c1ccc(Br)c(S(=O)(=O)N2CCCC2)c1
(28) CCOc1cc(C2C(C(=O)N3CCCCC3)=C(C)NC3=C2C(=O)CC(C)(C)C3)ccc1O (stereo unspecified)
(29) O=C(CN1C(=O)c2cccnc2Oc2ccc(Cl)cc21)Nc1ccc(F)cc1
(30) Oc1ccccc1OCCOc1ccccc1OCCOc1ccccc1O

entry no.	26	27	28	29	30
IDE act	5	-1	3	-5	7
p-CIP stab down	-3	-12	2	1	-16
NS3 helicase inh	1	4	-1	-4	-5
SUMO HTRF inh	14	-7	23	-3	9
PHOSPHO1 inh	38	22	4	2	20
MEKK3 PB1 HTS	102	99	95	87	96
IMP-1 inhibitor	-1.7	-3.8	0.2	-2.2	-2.2
DNA FID counter	-1	5	-15	-20	-27
VIM-2 inhibitor	-0.3	-2.8	-0.3	0.1	-0.4

As a short view, part of the list above:
(29) O=C(CN1C(=O)c2cccnc2Oc2ccc(Cl)cc21)Nc1ccc(F)cc1
(30) Oc1ccccc1OCCOc1ccccc1OCCOc1ccccc1O

entry no.	29	30
IDE act	-5	7
p-CIP stab down	1	-16
NS3 helicase inh	-4	-5
SUMO HTRF inh	-3	9
PHOSPHO1 inh	2	20
MEKK3 PB1 HTS	87	96
IMP-1 inhibitor	-2.2	-2.2
DNA FID counter	-20	-27
VIM-2 inhibitor	0.1	-0.4

Additional structures
(31) CCOCCCNC(=O)CCS(=O)(=O)Cc1ccc(C)cc1
(32) Cc1cc(/C=C(\C#N)C(=O)Nc2ccc(Cl)cc2)c(C)n1-c1ccc(N2CCOCC2)c([N+](=O)[O-])c1
(33) CCOC(=O)CN(C(=O)COc1nc(-c2ccccc2)cc(C)c1C#N)c1cccc(OC)c1
(34) COc1ccc2nc3oc(C(=O)NC4CCN(Cc5ccccc5)CC4)cc3cc2c1
(35) CCCC(=O)c1ccc(N2CCN(S(=O)(=O)c3ccc(C)cc3)CC2)c(F)c1

entry no.	31	32	33	34	35
IDE act	2	1	2	-1	1
p-CIP stab down	-15	-6	0	4	6
NS3 helicase inh	2	3	-5	3	-5
SUMO HTRF inh	14	0	6	4	-23
PHOSPHO1 inh	45	-7	-5	-8	-1
MEKK3 PB1 HTS	93	100	92	104	99
IMP-1 inhibitor	-1.9	-2.5	-0.8	-0.3	-3.2
DNA FID counter	1	-2	-9	1	4
VIM-2 inhibitor	-1.6	-6.9	-0.5	-1.8	-2.0

(36) Cc1ccccc1CN1C[C@@H]2C[C@@H](c3cnc(N4CCOCC4)s3)N3CCC[C@@]23C1=O
(37) COc1ccc(N(C(=O)Cn2nnc3ccccc32)C(C(=O)NC(C)(C)C)c2ccc(OC)c(O)c2)cc1 (stereo unspecified)
(38) Cc1cc(C)nc(-n2nc(C)cc2NC(=O)CNCc2ccccc2)n1
(39) CCOC(=O)CC(=O)NC(CC(=O)OC)c1ccc(Br)cc1 (stereo unspecified)
(40) O=C(c1ccccc1F)N1CCN(c2ccc([N+](=O)[O-])c(N3CCOCC3)c2)CC1
(41) CCOc1ccc(NC(=O)c2cccc(NC3=NC4CS(=O)(=O)CC4S3)c2)cc1 (stereo unspecified)
(42) OCc1nc2ccccc2n1Cc1c(F)cccc1Cl

entry no.	36	37	38	39	40	41	42
IDE act	0	-4	4	3	6	-1	2
p-CIP stab down	-5	-13	-1	6	-23	1	-2
NS3 helicase inh	10	-8	-1	-30	0	6	-3
SUMO HTRF inh	22	0	10	-6	-4	7	1
PHOSPHO1 inh	-10	-5	-2	12	19	2	-1
MEKK3 PB1 HTS	94	94	91	112	105	101	102
IMP-1 inhibitor	-2.4	-2.0	-5.1	-1.3	-3.8	-3.8	-0.2
DNA FID counter	-15	-22	-15	-2	-20	-13	-12
VIM-2 inhibitor	-7.1	-4.0	2.8	-0.5	-6.2	-1.8	-0.5

From PubChem
